Compound activity deposited in PubChem by several laboratories.
Mcl1-Bid inh = disrupts binding of human Mcl-1 to Bid peptide; Q07820; TR-FRET Mcl-1/Bid-Dy647 peptide binding, 1536-well; inhibition, % at 21.7 µM; 0.97% of 220,000 active; AID 1021;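 active = compounds that cut the binding signal by more than half at the single screening dose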;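 note: His-tagged Mcl-1 with europium anti-His antibody binding Bid BH3 peptide; 0% = Mcl-1 plus peptide wells and 100% = peptide-only wells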
Target sequence (Q07820 whole entry, looked up): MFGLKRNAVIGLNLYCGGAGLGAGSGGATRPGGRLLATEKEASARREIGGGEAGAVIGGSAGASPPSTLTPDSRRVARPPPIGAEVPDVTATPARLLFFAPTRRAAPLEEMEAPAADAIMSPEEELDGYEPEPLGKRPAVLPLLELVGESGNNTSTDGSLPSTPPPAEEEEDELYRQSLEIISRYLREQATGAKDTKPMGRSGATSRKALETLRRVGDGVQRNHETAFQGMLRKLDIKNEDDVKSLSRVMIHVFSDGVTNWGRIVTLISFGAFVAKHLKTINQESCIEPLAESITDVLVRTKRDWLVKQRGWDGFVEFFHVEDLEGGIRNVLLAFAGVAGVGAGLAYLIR
GSH fluor = GSH bead compound fluorescence profile; GSH beads flow cytometry, compound fluorescence 488/530 nm; stronger effect = higher value; fluorescence (KMESF) at 10 µM; 0.25% of 190,000 active; AID 1776; in the data active = fluorescence above about 89;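 note: glutathione beads carrying GST-tagged Bcl family fusion proteins plus one bare bead set; values are compound well signal with DMSO vehicle wells as background; inactives centre near 16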
Avidin bead fluor = compound fluoresces at 488/530 nm on avidin beads; compound fluorescence 488/530 nm, flow cytometry; stronger effect = higher value; fluorescence (KMESF) at 10 µM; 0.38% of 220,000 active; in the data active = fluorescence above about 47; note: inactives centre near 10
Mcl1 Noxa PPI = disrupts binding of human Mcl-1 to Noxa peptide. 1.5% of 220,000 active. TR-FRET Mcl-1/Noxa peptide binding, 2 h. Q07820. inhibition, % at 21.7 µM. AID 1022;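 active = compounds that cut the protein-peptide binding signal by more than 50% relative to plate controls in a single-dose test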;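 note: His-tagged Mcl-1 with rhodamine Noxa BH3 peptide and terbium anti-His antibody; 0% = Mcl-1 plus Noxa peptide wells and 100% = peptide-only wells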
RGS7-Gao = regulators of human RGS7-Galphao interaction | binding response (% of control), % at 10 µM | Multiplexed bead flow cytometry, RGS7-Galphao binding; actives lie on both sides | P09471 | 0.35% of 220,000 active; in the data active = binding response below about 49% or above about 150%; inconclusive = no clear call, values can overlap the other calls; inactive = in between;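 note: fluorescent Galphao held in activated GDP-AlF4 state binding bead-coupled RGS7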
Target sequence (P09471 whole entry, looked up): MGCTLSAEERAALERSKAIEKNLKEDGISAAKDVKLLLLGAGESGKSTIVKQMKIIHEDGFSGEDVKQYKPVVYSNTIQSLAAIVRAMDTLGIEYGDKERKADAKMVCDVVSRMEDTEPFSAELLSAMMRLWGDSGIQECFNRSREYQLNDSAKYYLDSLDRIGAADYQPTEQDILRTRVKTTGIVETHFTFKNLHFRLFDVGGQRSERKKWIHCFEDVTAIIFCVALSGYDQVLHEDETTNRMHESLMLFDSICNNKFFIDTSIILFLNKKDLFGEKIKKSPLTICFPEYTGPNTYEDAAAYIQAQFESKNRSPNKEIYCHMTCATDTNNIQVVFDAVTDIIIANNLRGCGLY
ABCB1 inh = blocks JC-1 efflux by human ABCB1 transporter. inhibition, % at 6.6 µM. AID 1326. 0.067% of 190,000 active. P08183. CCRF-Adr cells, flow cytometry; in the data active = inhibition above about 40%;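 note: 0% = vehicle and 100% = reference inhibitor; higher value means more JC-1 retained so stronger ABCB1 efflux block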
ABCG2 block = human ABCG2 inhibition, ABCB1 as counter-screen; Q9UNQ0; IgMXP3 cells, JC-1 efflux, flow cytometry; inhibition, % at 6.6 µM; 0.1% of 190,000 active; AID 1325;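 active = inhibition above 80%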;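 note: 0% = DMSO and 100% = nicardipine control wells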
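Incubation: cells with compound and JC-1, 10 min at 25 °C, rotating, no wash / Test system: IgMXP3 (ABCG2) plus far-red-tagged CCRF-Adr (ABCB1) cells / Compound dosing: one concentration, 6.6 µM final / Also added: JC-1 fluorescent substrate / Evaluation: efflux inhibition in percent versus controls / Detection: flow cytometry, 530 nm JC-1 signal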
Bim-Mcl-1 = disrupts Bim peptide binding to human Mcl-1 | Q07820 | Bead-based flow cytometry, Bim peptide-Mcl-1 binding | inhibition, % at 10 µM | 0.1% of 190,000 active; in the data active = inhibition above about 40%;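 note: 0% = no compound tracer wells and 100% = peptide blocker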
RGS4-Gao reg = human RGS4-Galphao interaction regulation; P09471; Multiplexed bead flow cytometry, RGS4-Galphao binding; actives lie on both sides; binding response (% of control), % at 10 µM; 0.33% of 220,000 active; AID 1415; in the data active = binding response below about 49% or above about 150%; inactive = in between;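 note: fluorescent Galphao activated with aluminum fluoride binding bead-coupled RGS4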
RGS8-Gao reg = modulates binding of RGS8 to human Galphao | multiplexed bead flow cytometry; actives lie on both sides | 0.34% of 220,000 active | P09471 | response (percent of control binding), % at 10 µM | AID 1423; in the data active = response below about 60% or above about 140%; inactive = in between;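 note: Galphao activated as the GDP aluminium fluoride complex binding bead-coupled RGS8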
Pf gametocyte = inhibitors of late stage P. falciparum gametocyte viability; P. falciparum stage V gametocytes, ATP luminescence, 24 h; inhibition, % at 10.9 µM; 0.065% of 150,000 active;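 active = inhibition above the mean plus 3 SD of compounds within the control limits, set per campaign, cut at about 38% in these data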;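 note: 0% = DMSO wells and 100% = medium only without gametocytes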
Numbers without * were called inactive; ? = inconclusive; / = no result given.

SMILES	Mcl1-Bid inh	GSH fluor	Avidin bead fluor	Mcl1 Noxa PPI	RGS7-Gao	ABCB1 inh	ABCG2 block	Bim-Mcl-1	RGS4-Gao reg	RGS8-Gao reg	Pf gametocyte
CC(=O)Nc1ccc(CN2CCN(CCC(C)C)C(CCO)C2)cc1 (stereo unspecified)	1	12	3	-12	100	-0.4	5	2	98	103	-13
COc1ccc(CN2C(=O)c3ccccc3C2=O)cc1C(=O)OC(C)C(=O)NC(N)=O (stereo unspecified)	-15	7	4	-6	103	2.4	3	-6	102	101	-37
COc1ccc(C(Cl)=C(c2ccc(OC)cc2)c2ccc(OC)cc2)cc1	10	20	8	10	97	0.3	3	-1	93	94	/
Cc1cc(NS(=O)(=O)c2ccc(NC(=O)c3ccco3)cc2)nc(C)n1	-21	45	7	-15	96	0.0	0	0	99	99	-14
Cc1cc(S(=O)(=O)N(Cc2ccc3c(c2)OCO3)CC2CCCO2)ccc1-n1cnnn1 (stereo unspecified)	-11	10	9	15	100	1.3	2	-1	97	101	7
COC(=O)COc1ccc(S(=O)(=O)Nc2ccc(NC(C)=O)cc2)cc1	-6	17	12	-1	103	0.5	5	0	101	100	/
CCOc1ccccc1NC(=O)C1=C(C)NC(=O)NC1c1cccc(OC)c1OC (stereo unspecified)	-17	4	18	0	106	0.3	1	-1	109	102	5
Cn1cc(S(=O)(=O)Nc2cccc(F)c2)c(=O)n(C)c1=O	0	26	7	5	99	0.1	0	0	100	100	/
O=C(NCC1CCCO1)c1cccc(-n2cnnn2)c1 (stereo unspecified)	-22	54	5	-6	101	0.3	8	-2	100	104	/
Cc1nc(SCC(=O)NC(=O)NCCC(C)C)c2c(-c3cccs3)csc2n1	-8	10	10	-39	98	0.4	3	-14	101	99	/
COc1ccc(NC(=O)c2ccc(-n3cncn3)c([N+](=O)[O-])c2)cc1	-26	12	11	13	108	0.6	44	-1	107	104	/
Nc1ccccc1-c1ccccc1N	-51	10	11	12	93	-0.2	-1	1	100	101	/
CN(C)CCCC(C)(O)C(Cc1ccccc1)c1ccccc1 (stereo unspecified)	-8	10	4	10	104	-0.2	0	-2	102	101	-13
CCOc1cc(N2CCOCC2)c(OCC)cc1NC(=O)CN1C(=O)NC2(CCc3ccccc32)C1=O (stereo unspecified)	-87	11	16	10	86	0.8	3	-2	84	95	/
O=C(NC1CCCCCCC1)c1ccccc1O	-8	13	40	4	100	0.2	2	-3	99	100	11
O=C(CSc1nc2ccc(Cl)cc2[nH]1)c1cccs1	-16	/	8	2	?	/	/	/	97	96	9
COc1ccc(-n2c(SCC(=O)Nc3ncc(Cl)cc3Cl)nc3ccccc32)cc1	-47	15	11	14	104	6.7	4	0	102	102	/
Cc1ccc(NC(=S)NCCN2CCOCC2)cc1C	-29	15	39	6	103	0.0	0	-2	104	103	-9
COc1ccc(NC(=S)Nc2ccccc2SC)c(OC)c1	-16	20	6	-2	100	1.2	4	-1	100	101	6
CN1N=C(C(C)(C)C)CC1=O	-37	/	6	-9	?	/	/	/	98	101	9
CC1CN(Cc2cn(C)nc2-c2ccc(Oc3ccccc3)cc2)CCN1C (stereo unspecified)	-25	12	8	14	?	1.1	0	-2	105	104	-29
CC1(C)Cc2ccccc2-c2nnc(-c3cccnc3)n21	-13	13	35	-1	96	0.2	1	-3	99	97	0
Cc1[nH]c(C)c2c(=O)n(-c3ccccc3)ncc12	-31	22	8	20	104	0.4	3	0	103	103	/
O=C(CN1CCN(S(=O)(=O)c2ccccc2)CC1)NC(=O)NCc1ccccc1	-35	8	5	3	106	0.6	8	0	105	105	-6
COC(=O)c1sccc1-n1cccc1C(=O)C(=O)N1CCCC1	5	34	7	-6	103	-1.4	-7	-2	102	100	5
N/C(=N\OC(=O)c1ccc([N+](=O)[O-])cc1)c1cccnc1	-11	18	8	-23	100	0.0	0	-5	101	100	/
CC(=O)Nc1ccc(NC(=O)Cc2sc(C)nc2-c2ccc(C)cc2)cc1	-6	11	22	11	100	-0.2	19	-3	101	101	-5
C/C(=N\NC(N)=S)c1ccc2c(c1)OCCO2	-76	/	5	-11	?	/	/	/	90	92	-1
COc1ccccc1NC(=O)c1sc(NC(=O)c2ccco2)c(C#N)c1C	-8	26	11	9	98	-0.3	1	0	100	101	24
COC(=O)n1c(=O)oc2ccccc21	-8	19	6	-1	102	0.1	0	-3	102	100	13

Two entries drawn at random from those above, as already listed:
SMILES	Mcl1-Bid inh	GSH fluor	Avidin bead fluor	Mcl1 Noxa PPI	RGS7-Gao	ABCB1 inh	ABCG2 block	Bim-Mcl-1	RGS4-Gao reg	RGS8-Gao reg	Pf gametocyte
Cc1[nH]c(C)c2c(=O)n(-c3ccccc3)ncc12	-31	22	8	20	104	0.4	3	0	103	103	/
O=C(CN1CCN(S(=O)(=O)c2ccccc2)CC1)NC(=O)NCc1ccccc1	-35	8	5	3	106	0.6	8	0	105	105	-6

The list goes on.
SMILES	Mcl1-Bid inh	GSH fluor	Avidin bead fluor	Mcl1 Noxa PPI	RGS7-Gao	ABCB1 inh	ABCG2 block	Bim-Mcl-1	RGS4-Gao reg	RGS8-Gao reg	Pf gametocyte
CCCN(CCC)Cc1c(C(=O)OCC)nnn1-c1nonc1N	-29	26	12	-9	103	1.0	11	-9	102	102	0
COC1CCCCC1NS(=O)(=O)c1ccccc1 (stereo unspecified)	2	10	38	32	99	0.4	1	0	100	101	/
O=S1(=O)C[C@@H]2N=C(N/N=C/c3ccccc3)S[C@@H]2C1	-9	/	6	2	?	/	/	/	91	93	4
OC(COCC1COc2ccccc2O1)CN1CCN(c2ccccc2)CC1 (stereo unspecified)	9	29	8	29	96	1.2	2	0	101	95	-15
COc1ccccc1N(CC(=O)NCCSC(C)(C)C)S(C)(=O)=O	-20	45	34	0	99	0.6	2	1	100	99	-6
S=c1[nH]nc(-c2cc(-c3ccccc3)n[nH]2)n1/N=C/C=C/c1ccco1	-73	/	11	50	?	/	/	/	98	95	2
CCOC(=O)N1CCN(Cc2nc(-c3ccc(Cl)cc3)no2)CC1	-8	30	9	19	92	0.7	10	-3	94	99	/
COc1ccc(CCNC(=O)Cn2c(=O)n(CC3CCCO3)c(=O)c3ccccc32)cc1OC (stereo unspecified)	-11	8	27	3	107	0.0	1	-22	109	108	-23
Cc1nc(C(C)N(C)Cc2nc(Cc3ccccc3F)no2)c(C)s1 (stereo unspecified)	-17	/	6	-2	?	/	/	/	100	102	-8
O=C(OCC(=O)N1CCCc2ccccc21)C1CCN(S(=O)(=O)c2cccs2)CC1	-19	10	18	29	98	0.7	3	0	98	102	-5
COc1ccc(/C=C/C(=O)O)cc1S(=O)(=O)NCC1CCCO1 (stereo unspecified)	3	/	7	-3	?	/	/	/	106	105	6
Cc1cc(C)cc(NC2=NCC(=O)N2Cc2ccccc2)c1	-25	11	16	-11	102	0.4	1	0	99	97	/
OCCN1CCN(C(=S)NCCc2ccccc2)CC1	-25	16	31	0	100	0.5	2	-4	100	101	/
Cc1cc(OCCOc2cccc3cccnc23)c(C)cc1Cl	-11	54	12	17	100	0.7	3	4	98	94	13
COc1ccc(C(=O)O/N=C(\N)Cc2ccc(Cl)cc2)cc1OC	-3	9	23	8	98	0.1	1	-4	98	101	/
CC(C)OC(=O)NC(c1ccccc1)C(Cl)(Cl)Cl (stereo unspecified)	-14	10	3	3	98	2.2	1	-6	101	104	-8
Cc1ccc(NC(=O)Nc2ccccc2C(=O)NCc2ccccc2)cc1	-12	24	11	9	102	0.2	21	-1	103	101	-2
COc1cc2c(cc1OC)C(/C=C/c1ccco1)=NCC2	-36	/	6	26	?	/	/	/	103	100	/
O=C(N/N=C/c1ccccc1O)c1cc(=O)[nH]c2ccccc12	-35	10	14	-1	91	-0.2	1	-2	94	97	/
CC(C)CCNC(=O)CCCn1c(=O)[nH]c2ccc(Br)cc2c1=O	1	12	15	22	98	0.4	9	0	97	102	/
CC(C)N(C(=O)CSc1nnc(Cc2csc(Nc3ccccc3)n2)o1)C(C)C	-18	8	21	-9	105	2.4	7	0	101	101	-2
Cc1ccccc1NC(=O)CN1C(=O)S/C(=C\c2ccc(-c3cccc(C(=O)O)c3C)o2)C1=O	-57	10	8	32	?	-0.4	-1	2	98	102	2
CCc1ccccc1NC(=O)Cc1cn(C)c2ccccc12	-21	24	10	-3	104	0.3	5	0	100	101	/
CC(C)=CC(=O)Nc1ccccc1C(N)=O	-12	12	9	9	101	0.1	7	0	103	104	/
Cc1nc2cc(Cl)c(Cl)cc2nc1C	-24	78	10	14	99	0.3	5	-2	99	105	/
Cc1ccccc1Cn1nc(C)c(NC(=O)c2cc(-c3ccco3)on2)c1C	-20	24	8	16	89	2.3	10	1	97	97	-9
CCC(=O)N1CCc2cc(S(=O)(=O)NCCC(=O)NC3CCCc4ccccc43)ccc21 (stereo unspecified)	-14	32	10	-4	95	1.2	6	1	94	97	/
Cc1ccc(CNc2ccc3c(c2)ncn3C(C)C)cc1	-38	/	8	-8	?	/	/	/	97	99	-3
CC(C)CCn1nnnc1C(c1ccc(F)cc1)N1CCC(C(N)=O)CC1 (stereo unspecified)	4	28	34	5	92	0.9	9	0	92	96	3
COc1ccc(/C=C/c2nc3ccccc3n2Cc2ccccc2OC)cc1	6	9	16	9	99	2.2	5	-6	101	101	-6
CCCCCC(=O)Nc1cccc(C2=NOC3(C2)C[C@@H](C(N)=O)N(C(=O)c2ccc(OC)cc2)C3)c1 (stereo partly specified)	-43	/	7	-9	?	/	/	/	91	98	/
Cc1ccccc1CN1CCN(CC(=O)NCc2ccccn2)C1=O	-42	27	7	-3	103	0.2	4	1	98	99	/
Nc1nc2n(n1)C(c1cccc(Cl)c1)CC(c1ccc(F)cc1)N2 (stereo unspecified)	-23	15	6	-7	95	0.2	1	1	100	100	/
Cc1ccc(Cl)cc1NC(=S)N(CCCN1CCOCC1)Cc1ccco1	-24	10	12	6	?	3.0	7	-3	103	102	-26
COc1ccc(C(=O)CSc2nnc(COc3ccc(C#N)cc3)n2-c2ccccc2)cc1	-21	8	24	-7	103	1.1	2	-2	100	100	/
COC(=O)CNC(=O)c1ccc(F)cc1	-21	/	8	-4	?	/	/	/	96	99	10
C=CCN(c1ccccc1C(=O)NCC(=O)O)S(=O)(=O)c1ccccc1C	12	/	3	36	?	/	/	/	99	98	7
COC(=O)CSc1cc([N+](=O)[O-])cc2c1c(C1OCCO1)nn2-c1ccccc1	4	12	4	17	102	1.1	12	-2	102	101	-21
CCc1nnc(NC(=O)CN2CCN(C(=O)c3ccccc3)CC2)s1	-23	12	9	6	97	0.0	0	0	97	100	1
Cc1ccc(C(=O)NC(=S)Nc2cccc(NC(=O)c3ccccc3)c2)cc1[N+](=O)[O-]	-16	13	11	34	94	-0.2	-3	-2	98	103	13
O=[N+]([O-])c1ccc(-c2nc(=S)c3c(o2)CCCC3)cc1	-17	26	10	26	96	0.6	2	-3	100	102	9
Cc1ccc(-c2cc(C(F)F)n3ncc(C(=O)N4CCc5ccccc5C4)c3n2)cc1	5	12	10	7	101	-1.0	-2	4	104	102	-26
